Screens from PubChem BioAssay.
DSG3 Ab inh: inhibitors of pemphigus antibody binding to DSG3, primary screen, biochemical, bead-based, flow cytometry, scFv-GFP | Desmoglein-3 (Homo sapiens), P32926 | DSG3-coupled beads, scFv-anti-DSG3-GFP binding; stronger effect = lower value | binding (percent of control), % at 10 µM | 0.48% of 310,000 active;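 active means binding more than 3 SD below its plate's average and above zero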;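 further: hits lower antibody fragment binding to DSG3; some compounds called inactive have numbers as strong as hits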
PKA-R1A act: activators of PKA-R1A holoenzyme, primary screen, biochemical, fluorescence polarization, Cy5-IP20, bovine R1A, mouse PKAc; PKA-R1A dissociation; scaled: DMSO 0%, 113 µM cGMP 100%; 0.083% of 340,000 active; cAMP-dependent protein kinase type I-alpha regulatory subunit (Bos taurus) + …; activation, % at 11.4 µM;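 active means percent activation above the mean of all tested compounds plus 3 SD, cut at about 19% in these data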;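 further: higher means more PKAc released from R1A so a rise in polarization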
PKA-R2B activ: activators of PKA-R2B holoenzyme, primary screen, biochemical, fluorescence polarization, Cy5-IP20, human. cAMP-dependent protein kinase catalytic subunit beta (Homo sapiens) + cAMP-dependent …. PKA-R2B holoenzyme dissociation; R2B truncated from residue 108, S112A mutant; 0% DMSO only, 100% 113 µM cGMP. activation, % at 11.4 µM. 0.079% of 340,000 active. AID 504700, 2011;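 active means activation above a cutoff set at the mean over all compounds plus 3 SD, cut at about 18% in these data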;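 further: higher means more holoenzyme dissociation and a rise in polarization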
HTR5A ag ctr: HTR5A agonists in luminescence cell assay, primary screen, counter-screen for OPRM1-OPRD1 heterodimer agonist project, full-deck HTS | cell-based | activation, % at 9.3 µM | 0.61% of 340,000 active | AID 504692, 2011; in the data active means activation mostly above about 9.5%, no sharp cut-off; inactive means mostly below about 7.6%;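 further: 0% = cells with vehicle only and 100% = reference agonist; strong numbers were not always called active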
Target sequence (P47898 whole entry, looked up): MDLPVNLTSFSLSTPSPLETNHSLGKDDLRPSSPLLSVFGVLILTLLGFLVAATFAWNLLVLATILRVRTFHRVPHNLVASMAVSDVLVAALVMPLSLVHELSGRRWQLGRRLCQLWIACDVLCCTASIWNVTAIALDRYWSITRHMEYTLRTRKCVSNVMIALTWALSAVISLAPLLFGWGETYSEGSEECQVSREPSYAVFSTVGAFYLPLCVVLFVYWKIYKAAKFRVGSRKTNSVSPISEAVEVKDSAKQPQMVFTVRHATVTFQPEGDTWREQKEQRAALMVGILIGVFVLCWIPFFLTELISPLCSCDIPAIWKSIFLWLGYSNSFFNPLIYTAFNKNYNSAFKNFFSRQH
V-ATPase pH: regulators of yeast V-ATPase proton pumping, primary screen, pHLuorin cytosolic pH fluorescence; S. cerevisiae; response, % at 10 µM; 0.37% of 350,000 active; AID 504577, 2011; in the data active means response mostly above about 7.3%, no sharp cut-off; inactive means mostly below about 5.4%; further: actives read high; inactives centre near 0; some compounds called inactive have numbers as strong as hits; reference of the scale not given here
HTR5A inv ag: HTR5A inverse agonists in luminescence cell assay, primary screen, counter-screen for OPRM1-OPRD1 heterodimer inverse agonist project, full-deck HTS. HTR5A cell line, inverse agonism. inhibition, % at 9.3 µM. 0.083% of 340,000 active. AID 504634, 2011; in the data active means inhibition mostly above about 23%, no sharp cut-off; inactive means mostly below about 18%;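 further: 0% = cells with DMSO and 100% = no-cell wells with DMSO; some compounds called inactive have numbers as strong as hits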
MOR-DOR ag: agonists of OPRM1-OPRD1 heterodimerization, primary screen, cell-based, luminescence; Mu-type opioid receptor (Homo sapiens) + Delta-type opioid receptor (Homo sapiens), …; cells; activation, % at 9.3 µM; 0.3% of 340,000 active; AID 504326, 2011; in the data active means activation above about 18%;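 further: 0% = vehicle-treated cells and 100% = reference agonist; values of inactives mirror those of a sister screen read the other way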
DAGLB inhibitor: DAGLB lipase inhibitors, primary screen, biochemical, fluorescence, HTS. Diacylglycerol lipase-beta (Homo sapiens), Q8NCG7. 0.059% of 340,000 active. inhibition, % at 5.17 µM. HEK293T DAGLB membrane lysate, EnzChek fluorogenic substrate; in the data active means inhibition above about 34%;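 further: 0% = enzyme with vehicle and 100% = wells lacking enzyme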
Target sequence (Q8NCG7 whole entry, looked up): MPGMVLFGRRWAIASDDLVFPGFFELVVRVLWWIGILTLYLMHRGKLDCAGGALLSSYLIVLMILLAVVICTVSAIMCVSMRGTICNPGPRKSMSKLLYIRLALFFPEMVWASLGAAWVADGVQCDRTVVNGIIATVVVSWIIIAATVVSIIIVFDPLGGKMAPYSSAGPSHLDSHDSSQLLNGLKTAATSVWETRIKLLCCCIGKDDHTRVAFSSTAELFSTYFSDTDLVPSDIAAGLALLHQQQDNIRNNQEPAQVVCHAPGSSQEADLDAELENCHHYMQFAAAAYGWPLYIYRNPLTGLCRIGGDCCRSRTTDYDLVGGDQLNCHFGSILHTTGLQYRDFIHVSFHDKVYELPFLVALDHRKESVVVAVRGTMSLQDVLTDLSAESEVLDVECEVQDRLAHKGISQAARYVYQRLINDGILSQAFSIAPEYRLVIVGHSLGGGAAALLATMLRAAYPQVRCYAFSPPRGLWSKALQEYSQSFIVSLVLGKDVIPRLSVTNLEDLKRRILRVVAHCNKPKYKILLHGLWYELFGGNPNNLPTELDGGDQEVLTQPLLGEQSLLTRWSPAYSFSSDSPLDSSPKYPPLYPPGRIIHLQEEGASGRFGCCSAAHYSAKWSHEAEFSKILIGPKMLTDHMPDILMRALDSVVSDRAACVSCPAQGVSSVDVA
MOR-DOR inv ag: inverse agonists of MOR-DOR heterodimerization, primary screen, cell-based, luminescence; inhibition, % at 9.3 µM; Mu-type opioid receptor (Homo sapiens) + Delta-type opioid receptor (Homo sapiens), …; cell-based MOR-DOR heterodimer luminescence, inverse agonism; AID 504357, 2011; 0.21% of 340,000 active; in the data active means inhibition above about 22%, passing the limit was not always enough;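 further: 0% = cells with DMSO and 100% = wells without cells with DMSO; values of inactives mirror those of a sister screen read the other way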
Arrestin-AP2 inh: inhibitors of beta-arrestin/AP2 binding, primary screen, biochemical, GPCR trafficking, flow cytometry; beta-arrestin 1 C-terminal peptide binding to AP2 beta2-adaptin appendage (human); 0.31% of 340,000 active; FITC-arrestin peptide / GST-AP2 beads; AP2 beta2 appendage carries R879A mutation; inhibition, % at 10 µM; AID 504490, 2011;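 active means inhibition above a set limit, near 3 SD of compounds lacking own fluorescence, cut at about 54% in these data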;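 further: plate controls were DMSO wells for no effect and 5 µM unlabelled arrestin peptide for full effect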
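System: GST-AP2 R879A glutathione beads. Medium: PBS with 0.05% Tween 20 and 0.1% BSA. Also added: FITC-arrestin peptide, 50 nM. Incubation: 12 min plus 1 h, RT. Measured by: high-throughput flow cytometry of beads, ex 488, em 535 nm. Evaluation: percent drop in bead-associated FITC signal.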
* = called active by the depositor; / = not tested or not shown. Rows are unselected (roughly 2.4% active in at least one column).

SMILES	DSG3 Ab inh	PKA-R1A act	PKA-R2B activ	HTR5A ag ctr	V-ATPase pH	HTR5A inv ag	MOR-DOR ag	DAGLB inhibitor	MOR-DOR inv ag	Arrestin-AP2 inh
CCCC1c2ccc(C)n2CCN1C(=O)Nc1ccccc1Cl (stereo unspecified)	119	-1	-2	2	1	3	-1.1	0	7	3
O=C(COc1cccc2c1CCN(Cc1ccccc1)C2=O)NCc1ccco1	102	-6	-5	0	0	0	-1.3	2	7	-21
Cc1ccc(C(NC(=O)NN2CCN(C)CC2)C(Cl)Cl)cc1F (stereo unspecified)	101	-9	-1	-3	3	-19	-2.8	1	15	1
CCC(=O)Nc1ccc(N2CCN(Cc3ccccc3F)CC2)cc1	96	-7	-6	9	2	-26	-2.5	1	11	10
CC(C)C[C@@H](CO)NS(=O)(=O)c1c(F)cccc1F	106	-3	-9	-1	0	2	-2.3	-1	11	-14
CC(OC(=O)c1ccc(Cl)nc1)C(=O)NC1CCCC1 (stereo unspecified)	101	5	0	-1	2	3	-2.2	-2	9	11
CN(C)c1ccc(/C=N/NC(=O)c2ccn(C)n2)cc1	107	4	5	4	3	3	-2.9	0	15	-1
CN1CCc2c(sc3nc(NN)n(Cc4ccccc4)c(=O)c23)C1	98	-8	7	-1	0	-13	-0.4	1	2	-11
COc1ccc(CC(=O)Oc2ccc(C(C)(C)C)cc2)cc1S(=O)(=O)N1CCOCC1	98	14	-16	-1	-4	-28	-0.4	-1	2	-3
CC(C)(C)CC(C)(C)c1ccc(O)c(Cc2ccc(Cl)cc2Cl)c1	106	-3	-4	7	1	-24	5.2	-15	-28	0
COc1ccc(-c2nnc(NC(=O)C(C)C)s2)c(OC)c1	94	0	-6	-3	-3	15	1.6	-1	-9	5
COc1cc(C=O)cc(Cl)c1OC(=O)N1CCOCC1	94	2	-6	-1	3	4	-0.7	1	3	-2
CCNC(=S)NNc1nnc(-c2ccccc2)c(-c2ccccc2)n1	102	-2	-2	2	2	17	-10.0	2	50*	3
CCOc1cc(C(=S)N2CCOCC2)ccc1OS(=O)(=O)c1ccc(NC(C)=O)cc1	122	-6	-6	6	0	-32	-0.5	3	3	-5
O=C(CN1CCN(Cc2ccccc2)CC1)N/N=C/c1cccnc1	108	5	-2	2	1	0	-2.5	0	13	-25
N#Cc1c(NC(=O)CCN2C(=O)c3ccccc3C2=O)oc(-c2ccccc2)c1-c1ccccc1	101	-5	-1	4	-2	-22	-1.3	-3	7	19
COc1cccc(CC(NC(C)=O)C(=O)NC2CCN(c3c4c(nc5ncnn35)CCC4)CC2)c1 (stereo unspecified)	/	-2	1	-3	0	-4	-1.7	2	8	4
Cc1cc(=O)nc2c3ccccc3n(C(C)C(=O)Nc3cc(F)ccc3F)n12 (stereo unspecified)	100	-2	-2	-3	-5	9	-2.2	0	11	16
CN(Cc1ccccc1)c1ccc(S(=O)(=O)N2CCC(C(=O)O)CC2)cc1[N+](=O)[O-]	104	-4	-6	-12	0	-3	-2.0	3	10	-3
CC1CCc2c(sc(NC(=O)c3noc4c3CCCC4)c2C(N)=O)C1 (stereo unspecified)	92	-15	-4	2	-2	13	-3.4	-1	18	-9
COc1ccc(S(=O)(=O)N2CCCC2)c(Cl)c1Cl	103	13	5	4	4	20	-0.6	-8	3	-1
O=C(CN1CCN(Cc2ccccc2)CC1)Nc1ccc(Cl)cc1	97	-5	0	3	3	-11	-1.2	-1	5	-18
COc1ccc(N2C(=O)CSC(c3ccccc3)C2=O)cc1 (stereo unspecified)	103	-6	-5	0	0	1	-0.3	-2	1	23
O=C1CC(=C2c3ccccc3-c3ccccc32)C(=O)N1CCN1CCN(c2ccccc2)CC1	96	-13	-16	-4	2	10	-1.2	-5	6	-4
COCCNC(=O)CN(c1ccc(C)cc1)S(=O)(=O)c1ccc(SC)cc1	107	1	17	3	2	-11	-0.6	-1	3	3

The list continues:
SMILES	DSG3 Ab inh	PKA-R1A act	PKA-R2B activ	HTR5A ag ctr	V-ATPase pH	HTR5A inv ag	MOR-DOR ag	DAGLB inhibitor	MOR-DOR inv ag	Arrestin-AP2 inh
O=C(NNC(=O)C1CC1c1ccccc1)c1cccc([N+](=O)[O-])c1 (stereo unspecified)	100	-6	1	-2	2	4	-0.3	-6	2	6
Cc1ccc(NC(=O)CCCN2C(=O)/C(=C/C=C/c3ccccc3)SC2=S)cc1	85*	2	-1	2	4	-7	1.4	-14	-7	-5
Cc1ccc(NC(=O)CN2CCN(S(=O)(=O)c3cccs3)CC2)cc1S(=O)(=O)N(C)C	104	10	2	2	2	-4	-1.8	-2	9	12
CC(C)(C)c1ccc(CN2N=Nc3ccccc3S2(=O)=O)cc1	/	4	-5	4	0	1	3.0	2	-15	8
C[C@@H]1CC=C[C@@H]2[C@H]1C(=O)N(Cc1ccccc1)[C@H]2c1cccc(C#Cc2ccccc2)c1	96	2	3	0	1	-1	-1.0	-10	5	-1
Cc1csc(NC(=O)CSc2nnc(-c3ccncc3)n2C)n1	102	1	14	-1	0	-29	-3.0	2	15	-7
Cc1ccc(OC(C)C(=O)Nc2ccccc2C(=O)N2CCOCC2)cc1 (stereo unspecified)	108	-9	0	-4	-4	-3	-2.8	1	15	-10
CCN(C(=O)COc1cccnc1[N+](=O)[O-])C1CCS(=O)(=O)C1 (stereo unspecified)	110	-3	-8	-3	2	14	-3.2	1	17	0
CCNC(=S)N/N=C/c1ccc(OCc2ccc(C(=O)OC)cc2)cc1	113	-5	-4	0	-3	1	0.2	2	-1	1
CC(C)(C)C(=O)/C=C/c1ccc(Oc2ccccc2)cc1	84	4	-9	3	0	-13	3.4	-20	-19	11
CC(=O)OCCN1c2ccccc2Sc2cnccc21	105	3	2	/	-3	/	/	-9	/	/
Cc1cnc(C(=O)Nc2ccc(C)c(S(=O)(=O)N3CCCCCC3)c2)cn1	106	-1	0	2	2	6	-2.2	2	11	-9
Cc1nc2ccc(NC(=O)COc3cccc(F)c3)cc2s1	102	-7	1	2	0	13	-1.5	-4	8	3
COc1cc(CC(=O)NCCc2ccc(OCc3ccccc3)cc2)c([N+](=O)[O-])cc1OC	93	-11	1	2	-4	-18	0.7	0	-3	32
CCOc1ccc2[nH]c(C(=O)N/N=C/c3cccc(OC)c3OC)cc2c1	107	-6	-13	5	-2	-19	0.2	-2	-1	32
Cc1noc(NS(=O)(=O)c2ccc(N3CC(O)=C(c4ccccc4)C3=N)cc2)c1C	105	-2	6	-1	-1	6	-1.2	-2	7	30
COc1ccccc1CNC(=O)C1CCN(S(=O)(=O)N2CCCCC2)CC1	126	-8	-8	-2	1	-17	0.5	-1	-2	14
Cc1ccc(N2CN(Cc3cccnc3)CNC2=S)cc1	124	-2	0	2	-2	15	-2.9	1	16	9
Cn1c(=O)c(C(=O)NCc2ccccc2)c(O)c2ccccc21	125	-9	-3	0	-1	-2	-2.4	-3	12	5
CN(C)c1nc(N)nc(CSc2nc3c(c(=O)n(C)c(=O)n3C)n2Cc2ccccc2F)n1	100	1	-2	-1	1	4	-3.0	0	14	5
Cc1cc(C)nc(NC(=O)CCN2C(=O)c3ccccc3S2(=O)=O)n1	104	-2	-3	8	-7	-19	-3.2	2	17	2
Cc1cc(=O)[nH]c(N2CCCCC2)n1	94	-5	-3	1	3	-2	-2.9	4	15	9
Cc1ccc2c(c1)N(CC(=O)NCc1cccs1)C(=O)CO2	98	-8	-12	1	3	3	-1.9	-4	10	-3
C=CCOc1cccc(C2/C(=C(/O)c3ccc(C)cc3)C(=O)C(=O)N2CCN2CCOCC2)c1 (stereo unspecified)	97	-4	-5	-3	2	11	0.7	-2	-4	-2
Nc1nc(SCC(=O)Nc2ccccc2C(F)(F)F)[nH]c(=O)c1-c1ccccc1	100	2	-18	2	0	-5	-2.6	1	15	8

Next part
SMILES	DSG3 Ab inh	PKA-R1A act	PKA-R2B activ	HTR5A ag ctr	V-ATPase pH	HTR5A inv ag	MOR-DOR ag	DAGLB inhibitor	MOR-DOR inv ag	Arrestin-AP2 inh
N#Cc1cc2c(nc1SCc1ccc(Cl)nc1)CCCCC2	107	-12	-17	-3	0	7	0.2	-6	-1	-2
Cc1c(OCC(=O)N2CCC(C(=O)NCCCC(=O)O)CC2)ccc2c1oc(=O)c1ccccc12	102	-2	4	-4	5	13	-1.4	0	7	17
CCC1(c2ccc(F)cc2)NC(=O)N(CC(=O)NC2CC2)C1=O (stereo unspecified)	104	-4	-5	-8	8	19	-2.8	2	15	5
CC(O)(c1ccccc1)C(C(c1ccccc1)N1CCOCC1)N1CCOCC1 (stereo unspecified)	122	-1	-16	0	-1	-1	-2.3	0	12	-1
CCOC(=O)c1c(S(=O)(=O)N(C)Cc2ccco2)c(C)n(C)c1C	/	-12	9	0	-5	16	-3.6	-1	19	6
CCOC(=O)C1(C)/C(=N/Nc2ccccc2)C(=O)C(=O)N1c1ccccc1 (stereo unspecified)	105	-4	9	0	0	-26	-2.5	12	15	14
CCc1ccc(NC(=S)Nc2ccc3[nH]c(=O)[nH]c3c2)cc1	88	-7	-13	0	1	25	-3.1	0	16	8
O=C(COC(=O)c1ccc2c(c1)OCCO2)Nc1ccc(F)cc1F	91	1	-4	-4	2	14	-0.9	-3	5	1
CC1CN(c2nc3c(c(=O)n(C)c(=O)n3C)n2Cc2c(Cl)cccc2Cl)CC(C)O1 (stereo unspecified)	96	-7	-6	-3	-6	-19	-3.4	4	18	7
COc1ccc(C(=O)OCc2ccccc2F)cc1S(=O)(=O)N1CCCC1	99	-9	-7	-2	0	5	-5.0	-5	19	7
COc1ccc(NS(=O)(=O)c2ccc(O)c(NC(=O)c3ccc(S(=O)(=O)N4CCCC4)cc3)c2)cc1	99	-4	-7	-1	3	-5	-0.9	2	5	-11
COc1nc(NCc2ccco2)nc(NC2CCCCC2)n1	94	-3	-2	0	0	3	-1.8	-2	10	3
CCOC(=O)CCCCCC(=O)Nc1ccc2c(c1)C(=O)N([C@H](C)CO)C[C@@H](C)[C@H](CN(C)Cc1ccc3c(c1)OCO3)O2	103	1	1	7	4	9	-2.8	0	16	-6

With a hit mark in DSG3 Ab inh, among the entries above:
SMILES | DSG3 Ab inh | PKA-R1A act | PKA-R2B activ | V-ATPase pH | MOR-DOR ag | DAGLB inhibitor | MOR-DOR inv ag | Arrestin-AP2 inh
Cc1ccc(NC(=O)CCCN2C(=O)/C(=C/C=C/c3ccccc3)SC2=S)cc1 | 85* | 2 | -1 | 4 | 1.4 | -14 | -7 | -5
